# NF-kB expr up: compounds increasing NF-kB expression in human neuronal cells | NF-kB reporter expression; hits give high values | fold change at 12.5 µM | hit rate 1.6% among 190,000; in the data active means fold change above about 3.3
# G6PDH counter: inhibits Leuconostoc G6PDH, flagging false hits in G6PDH-based assays; hit rate 0.12% among 200,000; inhibition, % at 5 µM; Purified L. mesenteroides G6PDH, diaphorase/resazurin coupled fluorescence, 45 min; AID 1020; in the data active means inhibition above about 50%
# FLuc inhib CS: inhibits firefly luciferase, flagging false hits in luciferase inhibition screens | inhibition, % at 10 µM | ATPLite firefly luciferase biochemical luminescence, 10 min | hit rate 1.5% among 200,000;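 active means inhibition above about 50% when tested at 10 µM, limit read from the data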
# TLR4 MyD88 comp: blocks binding of human TLR4 to MyD88. O00206+Q99836. HeLa CL3-4 TLR4/MyD88 BLA complementation, FRET ratio. hit rate 0.18% among 200,000. inhibition, % at 8.4 µM; in the data active means inhibition above about 25%;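 further: 0% = vehicle and 100% = reference inhibitor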
# Target sequence (O00206 whole entry, looked up): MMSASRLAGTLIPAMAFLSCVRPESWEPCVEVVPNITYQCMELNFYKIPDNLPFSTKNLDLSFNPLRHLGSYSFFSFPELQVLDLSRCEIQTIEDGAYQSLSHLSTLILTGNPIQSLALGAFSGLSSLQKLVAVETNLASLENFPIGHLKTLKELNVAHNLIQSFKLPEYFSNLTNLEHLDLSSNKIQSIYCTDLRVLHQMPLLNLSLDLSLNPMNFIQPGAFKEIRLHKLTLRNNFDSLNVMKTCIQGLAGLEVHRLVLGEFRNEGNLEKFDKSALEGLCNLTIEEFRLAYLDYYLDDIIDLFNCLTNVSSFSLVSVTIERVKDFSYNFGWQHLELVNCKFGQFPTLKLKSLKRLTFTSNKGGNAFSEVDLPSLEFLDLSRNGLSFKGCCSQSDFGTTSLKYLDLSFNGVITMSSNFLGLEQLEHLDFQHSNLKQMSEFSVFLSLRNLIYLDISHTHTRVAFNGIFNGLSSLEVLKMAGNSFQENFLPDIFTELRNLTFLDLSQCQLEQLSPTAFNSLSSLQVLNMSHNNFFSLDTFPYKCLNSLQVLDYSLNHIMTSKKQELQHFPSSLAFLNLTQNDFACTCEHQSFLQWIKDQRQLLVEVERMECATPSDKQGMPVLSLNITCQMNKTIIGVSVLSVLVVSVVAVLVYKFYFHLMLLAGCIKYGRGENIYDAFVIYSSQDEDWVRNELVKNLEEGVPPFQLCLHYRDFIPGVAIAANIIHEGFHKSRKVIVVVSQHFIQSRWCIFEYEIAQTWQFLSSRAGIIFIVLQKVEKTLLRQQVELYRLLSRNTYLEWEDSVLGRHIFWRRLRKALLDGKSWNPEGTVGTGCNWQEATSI
# Target sequence (Q99836 whole entry, looked up): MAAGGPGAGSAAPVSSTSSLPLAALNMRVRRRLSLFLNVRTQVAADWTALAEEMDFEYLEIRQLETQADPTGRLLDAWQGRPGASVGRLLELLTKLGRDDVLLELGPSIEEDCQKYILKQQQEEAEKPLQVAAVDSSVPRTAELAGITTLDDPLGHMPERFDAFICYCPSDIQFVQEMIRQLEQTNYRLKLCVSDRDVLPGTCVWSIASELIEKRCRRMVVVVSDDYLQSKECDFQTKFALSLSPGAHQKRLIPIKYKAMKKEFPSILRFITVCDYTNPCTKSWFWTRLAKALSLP
# APP transl inh: APP translation inhibition; hit rate 0.82% among 190,000; SH-SY5Y APP 5'UTR-luciferase reporter, luminescence; inhibition, % at 2 µM;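 active means inhibition above a set limit, derived from the sample mean plus 3 SD, cut at about 45% in these data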; further: values of inactives mirror those of a sister screen read the other way
# FLuc stim CS: firefly luciferase counter-screen for stimulation assays. activation factor at 10 µM. ATPlite luciferase biochemical, luminescence, 10 min; 0 = ATP-free wells, 1 = DMSO control. 200,000 tested, under 10 active;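 active means luciferase activation factor, scaled between plate controls, of at least 2 with compound at 10 µM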
#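 Assay system: Luciferase/luciferin reagent mix; Medium: PBS as buffer for the ATP substrate; Dosing: test compounds dosed from 2 mM stocks in 100% DMSO; Times: 10 min, room temperature; Signal: luminescence from luciferase reaction; Read-out: luciferase activation; Controls: No-ATP low control, compound-free enzyme-plus-ATP high control.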
# APP 5'UTR act: activates APP 5'UTR luciferase reporter. activation, % at 2 µM. hit rate 1% among 190,000. SH-SY5Y APP 5'UTR luciferase reporter, luminescence; zero percent = DMSO vehicle wells;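 active means activation above a set limit, based on mean plus 3 SD of controls, cut at about 140% in these data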; further: values of inactives mirror those of a sister screen read the other way
# Diaph inh CS: diaphorase inhibition or chemical oxidation counter-screen; diaphorase resazurin-to-resorufin fluorescence, NADH, 16 min; bacterial (C. kluyveri) enzyme, not human; inhibition, % at 20 µM; hit rate 0.69% among 190,000; AID 1217;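 active means primary screen inhibition at 20 µM above a set limit, cut at about 50% in these data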;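 further: plate controls were DMSO with full reaction for no effect and wells lacking NADH for full effect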
#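 controls = No-NADH positive control and DMSO neutral control | system = Clostridium kluyveri diaphorase enzyme | timing = reaction incubation of 16 min at room temperature | signal = resorufin fluorescence 544/590 nm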
# Diaphorase act: diaphorase activation or chemical reduction counter-screen | activation factor at 20 µM | Diaphorase/resazurin coupled assay, resorufin fluorescence, 16 min; hits give high values; 1 = vehicle wells, 0 = NADH-free wells | AID 1229 | hit rate 0.005% among 190,000;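 active means diaphorase activity raised at least twofold by the compound at 20 µM; inactive means activation factor below 2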
#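 Material: purified diaphorase enzyme from Clostridium kluyveri / Medium: HEPES pH 7.4 buffer with MgCl2 and Tween 20 / Schedule: enzyme reaction of 16 min at room temperature / Measured by: resorufin fluorescence, excitation 544 nm, emission 590 nm / Evaluation: rise in resorufin formation, marking diaphorase activation or chemical reduction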
# STAT1 activator: activators of IFN-gamma induced STAT1 signaling; NIH 3T3 STAT1-luciferase reporter, luminescence; 100% = IFN-gamma alone, no compound; activation (% of control), % at 5.5 µM; hit rate 2.6% among 200,000; AID 932;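 active means activation above the screen-wide mean activation plus 3 SD, cut at about 130% in these data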;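 further: raw ratio to IFN-gamma control signal so 100% means no change and 0% no light; values of inactives mirror those of a sister screen read the other way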
# * hit, by the source's call; x = not tested or not shown.
SMILES,NF-kB expr up,G6PDH counter,FLuc inhib CS,TLR4 MyD88 comp,APP transl inh,FLuc stim CS,APP 5'UTR act,Diaph inh CS,Diaphorase act,STAT1 activator
O=C(Cn1nc(-c2ccc(N3CCOCC3)c([N+](=O)[O-])c2)c2ccccc2c1=O)N1CCCCC1,0.66,0,-6,-6,27,1.1,-27,11,0.9,102
Cc1cc(C)c(C#N)c(N2CCSCC2)n1,1.2,-2,-6,4,11,1.1,-11,-1,1,100
CC1C/C(=N/NC(=O)c2ccc(CSc3nc4ccccc4[nH]3)cc2)CC(C)(C)C1 (centres undefined),1.1,-3,4,-4,-9,1,9,2,1,113
O=C(Cc1c(F)cccc1Cl)NCCN1CCOCC1,1.3,13,-4,-8,-8,1,8,0,1,98
Cc1c(Br)c([N+](=O)[O-])nn1CC(=O)NCc1cccs1,1.1,8,-2,-11,-2,1,2,2,1,101
O=C(N/N=C/c1ccc(N2CCCCC2)o1)c1ccccc1[N+](=O)[O-],1.1,-8,-2,15,3,1,-3,14,0.9,84
O=C(CCCC1=NS(=O)(=O)c2ccccc2N1)N1CCN(c2ccc(Cl)cc2)CC1,1.2,11,-3,0,40,1,-40,17,0.8,103
O=C(c1ccc(Cl)cc1)N1CCCCC(Sc2nnc(-c3ccc4c(c3)OCO4)o2)C1=O (centres undefined),0.67,-1,29,14,8,0.7,-8,10,0.9,88
COC(=O)c1ccccc1NC(=O)c1cnc2sccn2c1=O,1.1,4,0,-3,18,1,-18,-7,1.1,108
CCOC(=O)c1c(-c2cccs2)csc1NC(=O)C(C)(C)C,1.6,2,-5,-4,11,1.1,-11,4,1,123
CC(C)C(=O)NC(=S)Nc1ccc(CN2CCOCC2)cc1,1.1,4,-5,10,0,1.1,0,4,1,100
Cc1nnc(NC(=O)CSc2nnc(-c3ccc(S(=O)(=O)N4CCCC4)cc3)n2C)s1,1,2,-10,7,0,1.1,0,10,0.9,96
O=C(COC(=O)C1CCN(S(=O)(=O)c2cccs2)CC1)c1cc2ccccc2o1,1.3,-7,-1,5,-2,1,2,7,0.9,100
Cc1ccc(-c2nnn(CC(=O)N(CC(=O)NCC3CCCO3)c3ccc(F)c(Cl)c3)n2)o1 (centres undefined),1,1,-4,7,16,1,-15,12,0.9,95
COc1ccc(CN2CCNC(=O)C2CC(=O)N(C)Cc2ccncn2)c(OC)c1 (centres undefined),0.96,8,0,-1,-4,1,4,-4,1,100
CCc1cccc(CC)c1NC(=O)CN1CCN(c2ccccc2)CC1,1.1,2,-4,17,-4,1,4,18,0.8,91
Nc1c2c(nc3sc4c(c13)CCCCC4)CCCCC2,4*,-2,62*,-6,-185,0.4,185*,7,0.9,145*
COc1ccc(-c2nn(-c3ccccc3)cc2/C=C\C(=O)N2CCOCC2)cc1[N+](=O)[O-],1,9,-2,-15,0,1,0,-4,1,102
CC(C)[N+](C)(C)CC(O)CN(c1ccccc1)c1ccccc1 (centres undefined),1.1,13,0,-1,-37,1,37,x,x,102
Cc1nc(N2CCN(C)CC2)c2c(C)c(C(=O)Nc3ccc(C)c(F)c3)sc2n1,1.3,14,-1,-3,5,1,-5,-1,1,94
COc1ccccc1-n1ccnc1SCC(=O)NCc1ccco1,1.2,0,-5,-10,-11,1,11,8,0.9,100
COCC(=O)N1CCCC(C(=O)c2ccc(Oc3ccccc3)cc2)C1 (centres undefined),1.2,21,-5,-2,-12,1.1,12,14,0.9,102
CCN(CC)S(=O)(=O)c1ccc(C(=O)NCCN2C(=O)S/C(=C\c3cccnc3)C2=O)cc1,1.2,9,-5,1,3,1.1,-3,13,0.9,103
CCCCNC(=O)CN1C(=O)C(CC)Oc2ccc(Cl)cc21 (centres undefined),0.91,3,-2,-3,6,1,-6,12,0.9,96
CC1(C(=O)OCC(=O)Nc2ccc(C(N)=O)cc2)CC1(Cl)Cl (centres undefined),1.2,9,-2,-16,-24,1,24,3,1,102
CC(C)OC(=O)c1cccc(C(=O)OCc2ccco2)n1,1.1,16,1,-5,-7,1,7,-3,1,101
Cc1cc(C(F)F)n2ncc(C(=O)NCc3ccccc3F)c2n1,1.1,-7,-5,7,-3,1,3,5,1,106
CN(C)/C=C/C=C1C(=O)CCCC1=O,1.3,5,-5,1,4,1,-4,10,0.9,104
CC(=O)Nc1ccc(-c2nnc(SCC(=O)Nc3ccc4c(c3)oc3ccccc34)n2C)cc1,1.3,8,24,1,-26,0.8,26,3,1,119
Cc1ccc(/C=N/NC(=O)c2ccc(Br)o2)s1,2,3,33,-15,-42,0.7,42,12,0.9,108

# Some of the entries so far, with two lines to a compound:
# Under each structure: NF-kB expr up	G6PDH counter	FLuc inhib CS	TLR4 MyD88 comp	APP transl inh	FLuc stim CS	APP 5'UTR act	Diaph inh CS	Diaphorase act	STAT1 activator
COc1ccccc1-n1ccnc1SCC(=O)NCc1ccco1
  1.2	0	-5	-10	-11	1	11	8	0.9	100
CC(C)C(=O)NC(=S)Nc1ccc(CN2CCOCC2)cc1
  1.1	4	-5	10	0	1.1	0	4	1	100
CCCCNC(=O)CN1C(=O)C(CC)Oc2ccc(Cl)cc21 (centres undefined)
  0.91	3	-2	-3	6	1	-6	12	0.9	96
COCC(=O)N1CCCC(C(=O)c2ccc(Oc3ccccc3)cc2)C1 (centres undefined)
  1.2	21	-5	-2	-12	1.1	12	14	0.9	102
CC1C/C(=N/NC(=O)c2ccc(CSc3nc4ccccc4[nH]3)cc2)CC(C)(C)C1 (centres undefined)
  1.1	-3	4	-4	-9	1	9	2	1	113

# (cont.)
SMILES,NF-kB expr up,G6PDH counter,FLuc inhib CS,TLR4 MyD88 comp,APP transl inh,FLuc stim CS,APP 5'UTR act,Diaph inh CS,Diaphorase act,STAT1 activator
Cc1ccc(C(=O)Nc2ccccc2Sc2ccccc2)cc1,1.1,-4,-7,-10,-8,1.1,8,15,0.8,112
CC(C)OCCCNC(=O)c1ccc2c(=O)n(Cc3ccc4c(c3)OCO4)c(=S)[nH]c2c1,1,11,-1,-13,2,1,-2,2,1,102
CC(C)CC(OC(=O)c1cccs1)C(=O)NCc1cccs1 (centres undefined),0.98,0,-10,4,-2,1.1,2,5,0.9,97
CN(C)CCCN(C(=O)c1ccc2c(c1)CCCC2)c1nc2ccc(F)cc2s1,0.6,-54,0,8,-10,1,10,15,0.9,95
CN(C)c1ccc(/C=C2/SC(=O)N(CCN=C3NS(=O)(=O)c4ccccc43)C2=O)cc1,1.4,-34,4,-10,-35,1,35,1,1,133*
CC(C)Sc1nc(N2CCOCC2)c2c3c(sc2n1)COC(C)(C)C3,0.74,5,-7,6,-16,1.1,16,24,0.8,95
CC(C)OCc1c(C(=O)Nc2nccs2)oc2ccccc12,0.77,-1,-4,-27,21,1,-21,-10,1.1,85
Cc1cccc(C)c1OCc1nnc(SCC(=O)NCc2ccccc2)o1,1.1,0,-11,3,-8,1.1,8,14,0.9,100
Cc1ccc(Cn2c(=O)c3c(nc4n3CCCN4Cc3ccccc3)n(C)c2=O)cc1,0.92,4,-7,5,-6,1.1,6,26,0.7,104
CN(C)c1nc2n(c(=O)n1)CCS2,1.2,0,-6,1,-22,1.1,22,-1,1,99
Cc1cc(Nc2ccc(Br)cc2F)n2nc(C)nc2n1,1,-5,5,-5,20,0.9,-20,-12,1.1,100
O=C(CS(=O)(=O)c1cn(Cc2ccc(Cl)cc2)c2ccccc12)N1CCCCC1,1.5,-1,-7,-5,0,1.1,0,18,0.8,103
CCC(C)(C)n1nnnc1CN(Cc1ccc(Cl)cc1)Cc1ccco1,0.85,-9,-7,-9,-9,1.1,9,28,0.7,97
CCOC(=O)c1c2ccc(OCC(=O)NN)cc2n2ccccc12,0.96,43,-3,13,2,1,-2,64*,0.4,98
COc1ccc(-c2nc(CSCC(=O)NCCC3=CCCCC3)c(C)o2)cc1OC,0.84,-2,-7,-7,-11,1.1,11,13,0.9,93
CC1(C)Cc2ccccc2-c2nc3ccccc3c(=O)n21,0.75,8,1,-8,-16,1,16,8,0.9,102
CC1=CN2C(=N)/C(=C/c3cn(CCCOc4ccccc4C)c4ccccc34)C(=O)N=C2S1,1.2,16,0,-19,41,1,-41,6,0.9,101
O=C/C(=C\Nc1ccccn1)c1nc2ccccc2o1,0.81,1,3,6,-12,1,12,31,0.7,99
COC(=O)C1=C(C)N(CCc2ccc(OC)c(OC)c2)C(=O)/C1=C\N(C)C,1.1,2,-11,-4,x,1.1,x,11,0.9,97
CCOC(=O)N1CCC(NC(=O)C2CCN(C(=O)N3CC(C)Oc4ccc(C)cc43)CC2)CC1 (centres undefined),0.85,3,-2,6,6,1,-6,5,1,88
CN(C)S(=O)(=O)c1ccc(C(=O)Nc2ccnn2C2CCCCC2)cc1,0.94,6,-8,-11,-18,1.1,18,18,0.8,94
C=CCn1c(SCc2ccc(C(=O)NCCO)cc2)nc2sc(C)c(C)c2c1=O,0.82,5,-4,-46,10,1,-10,20,0.8,97
O=C(CN1C(=O)C2C3C=CC(C4CC34)C2C1=O)Oc1ccccc1 (centres undefined),1.3,12,-1,-14,-18,1,18,4,1,102
c1cc2nnnn2nc1N1CCCCCC1,1.4,2,-2,12,-11,1,11,1,1,106
Cc1cc2nc(C)n(CCCNC(=O)Nc3ccc(C#N)cc3)c2cc1C,1,7,-11,-13,5,1.1,-5,2,1,99
CCSc1nnc(NC(=O)c2cnccn2)s1,x,7,-5,x,x,1.1,x,10,0.9,x
O=c1c(C=NCCN2CCNCC2)c(-c2ccccc2)[nH]n1-c1ccc([N+](=O)[O-])cc1,1.8,15,-3,-4,-8,1,8,11,0.9,168*
COc1ccc(C)cc1S(=O)(=O)N(C)CC(=O)NC1CC1,1.1,10,-5,16,6,1,-6,7,0.9,102
CC(C)CCNC(=O)C1CC(c2cccc([N+](=O)[O-])c2)=NO1 (centres undefined),1.1,4,-6,-14,-7,1.1,7,10,0.9,96
COc1cccc(N2CCN(C(=O)/C=C/c3ccco3)CC2)c1,1.1,-1,5,-5,12,0.9,-12,10,0.9,102
O=C(NCc1ccco1)C(c1ccco1)N(C(=O)Cn1nnc2ccccc21)c1ccc2c(c1)CCC2 (centres undefined),x,x,x,0,-21,x,21,x,x,102
Cc1cccc(C(=O)Nc2nc(C)c(C(=O)Nc3ccc4c(c3)CCC4)s2)c1,3,8,8,14,-42,0.9,42,2,1,117
N#C/C(C(=O)NCCc1ccccc1)=C1/N=C(NC(=O)c2cccs2)c2ccccc21,0.81,-7,-3,-15,-4,1,4,3,1,93
Cc1cc(C)n(-c2nncn2/N=C/c2ccccc2F)n1,1.1,1,-7,11,-17,1.1,17,8,0.9,107
O=C(CCCC(=O)OCC(=O)NC1CCCC1)Nc1ccccn1,1.3,-2,-8,1,12,1.1,-12,6,0.9,100
O=C(O)CSCc1ccc(C(=O)O)o1,0.99,2,-2,1,-3,1,3,7,0.9,96
CCCCS(=O)(=O)CC(COc1ccccc1)OC(=O)c1ccccc1 (centres undefined),1.1,7,0,-4,8,1,-8,10,0.9,95
COc1cc(CNC(C)(C)CO)ccc1OCC(=O)Nc1ccc(Br)cc1,1,4,-9,-11,6,1.1,-6,6,0.9,92

# High-throughput results as filed in PubChem BioAssay.
